KDM4E inh: qHTS Assay for Inhibitors of Human Jumonji Domain Containing 2E (JMJD2E). Lysine-specific demethylase 4E (Homo sapiens), B2RXH2. JMJD2E catalytic domain, FDH-coupled NADH fluorescence (FDH is formaldehyde dehydrogenase). Potency, µM (top dose mostly 57.1 µM), for inactives: top-dose activity change, negative = inhibition, usual class: inhibitors. 230,000 compounds, 1.6% hits. AID 2147, 2009; active = well fitted inhibition curve with a large enough effect, not every such curve was filed as active; inconclusive = small, poorly fitted or top-dose-only effect, or another doubt; inactive = no such curve, though single readings can be large or run the other way;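 note: 0% = wells with enzyme and -100% = buffer wells without enzyme; nearly all actives have a fitted effect of over 50% in size; many of its hits are not listed in these tables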
Target sequence (B2RXH2 1-337 limits assumed): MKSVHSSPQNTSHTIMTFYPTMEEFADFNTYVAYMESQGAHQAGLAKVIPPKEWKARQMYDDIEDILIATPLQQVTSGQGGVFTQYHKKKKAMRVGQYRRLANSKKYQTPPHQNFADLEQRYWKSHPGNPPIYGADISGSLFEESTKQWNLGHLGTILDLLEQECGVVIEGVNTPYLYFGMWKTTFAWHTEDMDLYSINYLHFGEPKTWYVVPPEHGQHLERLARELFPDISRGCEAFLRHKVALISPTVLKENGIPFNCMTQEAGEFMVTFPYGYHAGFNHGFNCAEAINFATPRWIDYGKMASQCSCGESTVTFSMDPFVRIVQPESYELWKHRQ
L3MBTL1 block: qHTS Assay for the Inhibitors of L3MBTL1 | AID 485360, 2010 | 230,000 compounds, 0.66% hits | Potency, µM (series often up to 57.1 µM), for inactives: at the highest dose activity, negative = inhibition, actives largely listed as inhibitors | Lethal(3)malignant brain tumor-like protein 1 (Homo sapiens), Q9Y468 | AlphaScreen L3MBTL1–H3K9me1 peptide binding; note: nearly all actives have a fitted effect of over 60% in size
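Read-out is AlphaScreen signal from streptavidin donor and nickel chelate acceptor beads (10 ug/mL final each) bridging L3MBTL1 (50 nM) and biotinylated K9-monomethylated H3(1-15) peptide (75 nM), after 30 min compound exposure at room temperature.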
TRb SRC2 PPI: qHTS for Inhibitors of the Interaction of Thyroid Hormone Receptor and Steroid Receptor Coregulator 2 | TRbeta-SRC2 peptide binding, fluorescence polarization; receptor liganded with 1 µM T3 | Potency, µM (series often up to 106 µM), for the others: at the highest dose activity change, negative = inhibition, most hits filed as inhibitors | 280,000 compounds, 0.065% hits | AID 1469, 2008;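 note: plate controls were bound peptide for no effect and peptide without receptor for full effect; nearly all actives have a fitted effect of over 50% in size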
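Compounds were added to 0.6 uM TRb ligand-binding domain and 20 nM Texas Red-labeled SRC2 peptide in Tris buffer containing 1 uM T3, incubated 5 hr at ambient temperature, then read by fluorescence polarization.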
Tau ThT inhib: qHTS for Inhibitors of Tau Fibril Formation, Thioflavin T Binding; Microtubule-associated protein tau (Homo sapiens), P10636; recombinant tau K18 P301L, heparin-induced fibrillization, ThT fluorescence; Potency, µM (titrated, usually from 57.4 µM), for the others: at the highest dose activity, negative = inhibition, most hits filed as inhibitors; 270,000 compounds, 2.1% hits; AID 1460, 2008; note: nearly all actives have a fitted effect of over 55% in size
Target sequence (P10636 561-689 P618L limits assumed): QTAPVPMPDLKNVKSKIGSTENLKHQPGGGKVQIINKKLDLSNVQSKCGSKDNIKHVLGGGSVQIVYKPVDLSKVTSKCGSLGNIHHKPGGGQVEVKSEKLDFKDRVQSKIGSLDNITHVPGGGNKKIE
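Fibril formation assay: tau K18 P301L at 15 uM with trace Alexa 594 label, heparin inducer 20 uM, pH 7 sodium acetate buffer, 37 C for 6 hr; endpoint ThT signal.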
TR SRC2 fluor cs: Total Fluorescence Counterscreen for Inhibitors of the Interaction of Thyroid Hormone Receptor and Steroid Receptor Coregulator 2. TRb/SRC2 Texas Red total fluorescence interference. Potency, µM (titrated, usually from 106 µM), for inactives: top-dose fluorescence change, negative = quenching. 280,000 compounds, 0.29% hits. AID 1479, 2009; active = well fitted curve in either direction with a large enough effect; inconclusive = small, poorly fitted or top-dose-only effect
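Human TRβ ligand-binding domain (0.6 uM) and Texas Red SRC2 peptide (20 nM) in Tris buffer with 1 uM T3 and 5% DMSO were incubated with pinned compound for 5 hr at ambient temperature. Total fluorescence was computed as S + 2P (555/632 nm).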
Tau fibril FP: qHTS for Inhibitors of Tau Fibril Formation, Fluorescence Polarization; K18 P301L tau heparin fibrillization, Alexa594 FP, 6 h; Potency, µM (highest dose often 57.7 µM), for the others: at the highest dose activity, negative = inhibition, usual class: inhibitors; 280,000 compounds, 0.39% hits; note: nearly all actives have a fitted effect of over 55% in size
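K18 P301L tau (15 uM unlabeled/0.24 uM Alexa 594-labeled, final) + compound + heparin 20 uM final; 100 mM NaOAc pH 7; 6 hr 37 C; ThT 30 uM final added, 1 hr RT; FP ex 555/em 632 nm.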
GoLoco inh red: qHTS Assay for Inhibitors of RGS12 GoLoco Motif Activity (Red Fluorophore) | Guanine nucleotide-binding protein G(i) subunit alpha-1 (Homo sapiens), P63096 | Gai1:RGS12 GoLoco peptide FP, rhodamine, 10 min | Potency, µM (titrated, usually from 61.6 µM), without a hit: top-dose activity, negative = inhibition, actives largely listed as inhibitors | 230,000 compounds, 0.44% hits; active = well fitted inhibition curve with a large enough effect, not every such curve was filed as active; inactive = no such curve, though single readings can be large or run the other way; note: nearly all actives have a fitted effect of over 30% in size; many of its hits are not listed in these tables
Target sequence (P63096 whole entry, looked up): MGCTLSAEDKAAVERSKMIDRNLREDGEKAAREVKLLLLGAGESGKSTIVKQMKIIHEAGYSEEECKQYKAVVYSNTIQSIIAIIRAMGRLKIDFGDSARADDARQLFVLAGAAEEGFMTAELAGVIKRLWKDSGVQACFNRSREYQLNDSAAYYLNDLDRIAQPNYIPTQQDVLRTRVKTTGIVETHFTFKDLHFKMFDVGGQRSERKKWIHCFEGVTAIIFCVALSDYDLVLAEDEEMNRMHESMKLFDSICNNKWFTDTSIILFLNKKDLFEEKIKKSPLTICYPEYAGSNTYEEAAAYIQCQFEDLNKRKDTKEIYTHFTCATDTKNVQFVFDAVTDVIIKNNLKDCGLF
RECQ1 helicase: qHTS Assay for Inhibitors of RecQ-Like Dna Helicase 1 (RECQ1) | ATP-dependent DNA helicase Q1 (Homo sapiens), P46063 | RECQ1 DNA unwinding, red fluorescence kinetic read | Potency, µM (doses to about 57.3 µM), for inactives: at the highest dose activity, negative = inhibition, most hits filed as inhibitors | 240,000 compounds, 0.54% hits | AID 2549, 2010;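 note: plate controls were vehicle for no effect and no enzyme for full effect; nearly all actives have a fitted effect of over 30% in size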
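50 nM RECQ1T1 preincubated 15 min with compound in Tris pH 8.0 buffer with MgCl2, DTT, Tween-20 and 2.5 ug/ml poly(dI-dC); started with 200 nM TAMRA/BHQ-2 forked duplex and 2 mM ATP. Unwinding read as fluorescence (525/598 nm), two reads 2 h apart.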
Starred values were filed as active, the others as inactive; i = inactive; ? = inconclusive; nt = no result given; & = joins results of further samples; [ ] = remark or other dose. Unless noted, calls come from the whole dose curve; as a rule, active = well fitted curve in the direction sought with a large enough effect; inconclusive = small, poorly fitted or top-dose-only effect, or another doubt; inactive = no such curve, though single readings can be large; an effect the other way counts as inactive or inconclusive. Unless noted, % is set by controls: 0 for no effect and ±100 for the full control effect; potency is the fitted concentration of half-maximal effect.

SMILES | KDM4E inh | L3MBTL1 block | TRb SRC2 PPI | Tau ThT inhib | TR SRC2 fluor cs | Tau fibril FP | GoLoco inh red | RECQ1 helicase
CN1[C@H](CC(=O)c2ccccc2)CCC[C@H]1C[C@@H](O)c1ccccc1 | 0.3% | nt | -11.4% | -1.5% | -1.4% | 1.7% | 0.5% | -8.5%
COc1cc(NC(=O)C2=C(N3CCOCC3)/C(=C\c3ccc(N(C)C)cc3)CCC2)cc(OC)c1OC | ? | -14.9% | -5.6% | -4.3% | -1.0% | -3.7% | -0.6% | i
CCOc1cc(C)nc(NCCc2ccc(OC)c(OC)c2)n1 | 17.6% | nt | 1.3% | -7.4% | -5.0% | -6.7% | 3.9% | -6.3%
COc1ccc(/C(O)=C2/C(=O)C(=O)N(CCN3CCOCC3)C2c2ccc(C)cc2)cc1 (stereo unspecified) | -3.6% | 0.3% | -2.9% | -5.6% | -2.2% | -1.8% | 1.3% | -2.3%
Cc1ccc(C)c(S(=O)(=O)NCc2ccc(C(=O)N3CC(C)OC(C)C3)cc2)c1 (stereo unspecified) | 7.9% | ? | -12.1% | -4.2% | 1.2% | -6.2% | -2.0% | -9.1%
Cn1c(NCCO)nc2c1c(=O)n(Cc1cccc(F)c1)c(=O)n2C | nt | nt | 4.9% | -13.6% | -1.9% | -3.6% | nt | nt
COc1ccc(C#CC2C=CC(OC(C)=O)C(COC(C)=O)O2)cc1 (stereo unspecified) | nt | nt | -3.7%&-2.9%[11.2 µM] | -12.3%&-11.1%[11.5 µM] | -3.4%&-3.1%[11.2 µM] | -4.7%&-9.1%[11.6 µM] | nt | 5.2%&-2.5%[11.5 µM]
C[C@H](NC(=O)OCc1ccccc1)C(=O)NNC(=O)[C@H](Cc1ccccc1)NC(=O)OC(C)(C)C | -1.3% | nt | 1.8% | -3.3% | 0.7% | 0.7% | -4.7% | -4.6%
COC(=O)c1ccc2c(c1)N(Cc1ccccc1)C(=O)c1ccccc1S2(=O)=O | nt | nt | -3.3% | 11.5% | -0.9% | -2.9% | nt | nt
COC(=O)c1cc(C(=O)c2ccccc2)n2c(=O)/c(=C\N(C)C)sc12 | -1.2% | 1.7% | 2.0% | -12.0% | -2.2% | 8.9% | 13.1% | -2.9%
COc1cc2nc(NCc3ccccc3)n3nc(-c4ccccc4)nc3c2cc1OC | nt | nt | -3.4% | -3.2% | 3.2% | 1.5% | nt | nt
O=C(CCC1N=C2c3ccccc3N=C(SCc3cccc(Cl)c3)N2C1=O)NCCc1ccccc1 (stereo unspecified) | nt | nt | -0.5% | ? | -1.0% | -10.9% | nt | nt
Cc1[nH]nc(SCC(=O)NCc2ccccc2)c1[N+](=O)[O-] | 5.3% | 7.6% | 2.0% | -7.9% | -2.2% | 7.2% | 1.3% | -6.2%
CCOc1cc(Cl)c(S(=O)(=O)n2cc(C)nc2CC)cc1Cl | nt | nt | -4.0% | ? | 1.2% | -8.1% | nt | nt
Cc1c(/C=C(\C#N)C(=O)Nc2cccc(Cl)c2)c2ccccc2n1Cc1ccccc1 | nt | nt | -1.6% | ? | 1.9% | ? | nt | nt
COCCSc1ccccc1C(=O)Nc1ccc(Cl)cc1 | -14.3% | 1.0% | 0.8% | -13.8% | -1.0% | -5.0% | -10.4% | -15.2%
CCOc1ccc(C(=O)NCc2cccnc2)cc1 | 1.0% | 0.2% | -6.4% | -6.0% | -3.4% | -4.1% | 0.2% | i
CCOC(=O)C1CN(S(=O)(=O)c2ccc(C)cc2)C1 | -4.1% | 0.0% | -5.9% | -12.4% | 1.3% | 7.5% | -5.7% | -7.8%
O=C(/C=C\c1ccccc1)NC1CC(=O)N(c2ccccc2)C1 (stereo unspecified) | nt | nt | -2.0% | -9.1% | 0.6% | ? | nt | nt
CC1CCCC2(C1)NC(=S)c1c(sc3c1CCCC3)N2 (stereo unspecified) | -6.6% | nt | -1.3% | 17.8µM* | -6.4% | ? | 1.7% | -5.7%
O=C(NC(=S)Nc1cccnc1)c1cc2ccccc2o1 | 0.8% | 6.9% | 6.2% | -6.4% | -1.8% | 3.3% | -29.2% | -5.7%
O=C(Nc1ccccc1[N+](=O)[O-])C1(c2ccccc2)CCOCC1 | -5.7% | -18.9% | 0.3% | -1.5% | 0.3% | 7.7% | 5.6% | i
Cc1ccc(Cn2c(C)nc3c(c2=O)c2nc4ccccc4nc2n3Cc2ccco2)cc1 | ? | 17.8µM* | 15.0% | ? | -1.1% | -8.8% | 67.3%[activator] | -4.2%
CCCn1c(N)c(C(=O)CN2CCN(S(=O)(=O)c3cccs3)CC2)c(=O)[nH]c1=O | 5.0% | 1.8% | -1.6% | -18.8% | 3.3% | -4.1% | 6.7% | i
O=C(CCS(=O)(=O)c1nc(-c2ccc3c(c2)OCO3)cc(C(F)(F)F)n1)Nc1ccccc1C(F)(F)F | nt | nt | 2.7% | -11.3% | -2.0% | -3.6% | nt | nt
O=C(/C=C/c1ccc(O)cc1)c1ccccc1 | -10.5% | -0.8% | 8.8% | -18.9% | -3.8% | 15.4% | 3.0% | -20.0%
CC(O)CNc1ncnc2nc[nH]c12 (stereo unspecified) | 0.9% | 2.6% | -7.9% | -9.0% | -3.1% | -6.2% | -0.5% | -0.3%
COc1ccc(NC(=O)C(OC)c2ccccc2)cc1Cl (stereo unspecified) | 7.5% | -1.2% | -1.1% | 7.3% | -1.5% | -4.3% | -13.3% | i
Cc1ccc(Cn2ncc3c(N4CCN(CC#N)CC4)ncnc32)cc1 | 1.8% | 4.1% | 2.8% | -8.9% | -2.3% | -3.1% | -17.4% | -2.8%
COC(=O)c1ccc(-n2c(/C=C\c3cccc(Br)c3)nc3ccccc3c2=O)cc1 | nt | nt | 0.6% | 8.7% | 2.1% | 6.4% | nt | nt
COc1cc(OC)cc(C(=O)NC2CCN(C(=O)N3c4ccccc4Sc4ccccc43)CC2)c1 | 0.3% | -8.1% | -11.1% | -20.2% | 1.1% | 11.5% | 23.8% | i
CCOC(=O)c1ccccc1NC(=O)CSc1nc2ccccc2c(=O)[nH]1 | -3.2% | 0.2% | 6.3% | -7.5% | -0.7% | -1.4% | -7.2% | -4.7%
CSc1cccc(NC(=S)N(CCN(C)C)C(C)c2ccncc2)c1 (stereo unspecified) | 6.1% | nt | 5.2% | -8.8% | -0.1% | -0.4% | -16.8% | 16.2%
O=C(CSc1nccc(=O)[nH]1)c1c[nH]c2ccccc12 | 1.2% | 6.9% | -6.5% | -3.6% | -2.5% | -5.6% | 7.8% | i
CCCCNC(=O)C(=O)N/N=C/c1ccc(C(=O)OC)cc1 | -1.6% | nt | 2.0% | 4.9% | 0.7% | -3.5% | -2.7% | -2.8%
CC[n+]1c(/C=C/N(C)c2ccccc2)oc2ccc(F)cc21 | ? | -16.0% | -3.4% | 14.1µM* | 7.4% | 25.1µM* | -0.5% | -3.3%

Record cards, as listed above. Values in the order: KDM4E inh	L3MBTL1 block	TRb SRC2 PPI	Tau ThT inhib	TR SRC2 fluor cs	Tau fibril FP	GoLoco inh red	RECQ1 helicase
Cc1ccc(Cn2ncc3c(N4CCN(CC#N)CC4)ncnc32)cc1 is listed as 1.8%	4.1%	2.8%	-8.9%	-2.3%	-3.1%	-17.4%	-2.8%
COC(=O)c1ccc(-n2c(/C=C\c3cccc(Br)c3)nc3ccccc3c2=O)cc1 is listed as nt	nt	0.6%	8.7%	2.1%	6.4%	nt	nt

(cont.)
SMILES | KDM4E inh | L3MBTL1 block | TRb SRC2 PPI | Tau ThT inhib | TR SRC2 fluor cs | Tau fibril FP | GoLoco inh red | RECQ1 helicase
C=CC[N+](C)(C)CCCNC(=O)/C=N/O | 4.5% | 46.0% | -7.0% | -3.4% | -3.2% | 3.7% | -4.0% | -14.6%
CCCC(=Nc1ccc(N)cc1)C1=C(O)C(C(=O)OC)C(C)(C)CC1=O (stereo unspecified) | ? | nt | 35.5µM* | 7.94µM* | 44.7µM*[fluorescent] | 14.1µM* | 14.1µM* | -18.6%
CC(C)CC(C(=O)NC1CCCC1)N(Cc1cccs1)C(=O)c1snc(C(N)=O)c1N (stereo unspecified) | -8.6% | -11.2% | -8.9% | 5.7% | -1.1% | 3.6% | -3.6% | 17.4%
CC1(C)Cc2c(ccc3ccccc23)C(NNC(=O)c2cccnc2)=N1 | 3.1% | 2.5% | -10.7% | -1.0% | -2.4% | -3.5% | 1.9% | i
COc1cccc(C(=O)Nc2ccc(F)c(F)c2F)c1 | 4.6% | 3.3% | -5.4% | -7.9% | 0.8% | -10.8% | 10.3% | -1.7%
O=C(CC(O)(c1ccccc1)C(F)(F)F)c1cccs1 (stereo unspecified) | -3.9% | nt | -5.0% | -10.6% | -2.6% | 3.1% | 7.6% | -2.2%
Cc1cccc(C(=O)N[C@H](C(=O)Nc2nc3ccc(S(C)(=O)=O)cc3s2)C(C)C)c1 | -7.3% | 1.3% | 1.3% | 4.9% | -0.6% | 9.5% | 5.4% | i
COc1ccc(NC(=O)C2CCCN(S(=O)(=O)c3c(C)n[nH]c3C)C2)cc1OC (stereo unspecified) | -5.8% | nt | 7.6%&0.7% | 0.9%&-4.1% | -2.9%&-0.7% | 2.9%&-3.2% | -8.7% | -0.8%
CC(C)NC(=O)NC(=O)COC(=O)c1ncc(Cl)c(Cl)c1Cl | 2.4% | nt | 7.3% | -5.8% | 0.7% | -8.8% | 6.1% | 13.6%
CC(=O)N(CN1C(=O)CCC1=O)c1ccc(Cl)c(Cl)c1 | -4.9% | nt | -5.6% | -2.8% | 0.2% | -0.6% | -14.7% | -4.1%
CC(=O)Nc1ccc2c(c1)nc1n2CCSC1 | -0.5% | nt | -7.8% | ? | -2.7% | -13.0% | 3.4% | -8.7%

An excerpt. The share of hits here may be higher or lower than overall.
